D1 PAM = human D1 dopamine receptor positive modulation. P21728. HEK293 TREx D1 cells, calcium flux, dopamine EC20 potentiation. potentiation, % at 10 µM. hit rate 0.036% among 360,000. AID 504651; in the data active = potentiation above about 30%; also: 0% is about no effect
Vif-A3G inh = inhibitors of Vif-APOBEC3G interaction. Q9HC16. HeLa A3G-eYFP + Vif (tagged APOBEC3G with the HIV-1 protein that degrades it), YFP fluorescence, overnight. Potency, µM (series often up to 46.1 µM), for inactives: at the top dose activity, negative = active, actives largely listed as inhibitors. hit rate 0.076% among 410,000;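 also: potency is read from the fitted curve at half-maximal effect; % is scaled to controls: 0 for no effect and ±100 for the full control effect; nearly all actives have a fitted effect of over 60% in size; hits raise eYFP signal because A3G escapes Vif-driven loss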
Target sequence (Q9HC16 whole entry, looked up): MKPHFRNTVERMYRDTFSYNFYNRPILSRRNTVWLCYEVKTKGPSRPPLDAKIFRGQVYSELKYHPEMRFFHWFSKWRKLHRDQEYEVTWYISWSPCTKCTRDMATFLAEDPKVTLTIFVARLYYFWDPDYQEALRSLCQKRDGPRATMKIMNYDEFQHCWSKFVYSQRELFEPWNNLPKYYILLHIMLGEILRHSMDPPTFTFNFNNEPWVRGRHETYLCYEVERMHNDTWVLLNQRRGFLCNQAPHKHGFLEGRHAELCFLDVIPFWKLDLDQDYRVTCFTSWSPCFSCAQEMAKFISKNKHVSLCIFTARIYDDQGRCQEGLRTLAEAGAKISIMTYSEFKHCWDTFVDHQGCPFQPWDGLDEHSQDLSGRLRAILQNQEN
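HeLa cells stably expressing Vif and C-terminally eYFP-tagged A3G, seeded overnight at 37 deg C, then exposed to compound by pintool overnight at 37 deg C. Rise in yellow fluorescence (Ex 488/Em 500-530, Acumen) marks blocked Vif-driven A3G degradation.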
D2 potentiator = D2 dopamine receptor (human) potentiation. P14416. HEK293 T-REx D2, calcium flux, EC20 dopamine potentiation. potentiation, % at 10 µM. hit rate 0.34% among 340,000. AID 485347;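 active = potentiation over 3 SD above the plate norm, cut at about 30% in these data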; also: 0% is about no effect
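Tetracycline-induced HEK293 T-REx cells force-coupled to calcium signalling expressed D2; compounds were pin-added after a 10 s baseline, read kinetically 180 s, then an EC20 dopamine challenge followed with a further 180 s calcium read.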
RXFP1 agonist = activates the human relaxin receptor RXFP1 | hit rate 0.3% among 370,000 | Potency, µM (top dose mostly 57.5 µM), for inactives: at the highest dose activation, hits mostly activators | HEK293T-RXFP1 cAMP TR-FRET, 30 min; response scale: percent of porcine relaxin response, buffer zero | Q9HBX9; also: potency is read from the fitted curve at half-maximal effect; % is scaled to controls: 0 for no effect and ±100 for the full control effect; nearly all actives have a fitted effect of over 60% in size; many of its hits are not listed in these tables
Target sequence (Q9HBX9 whole entry, looked up): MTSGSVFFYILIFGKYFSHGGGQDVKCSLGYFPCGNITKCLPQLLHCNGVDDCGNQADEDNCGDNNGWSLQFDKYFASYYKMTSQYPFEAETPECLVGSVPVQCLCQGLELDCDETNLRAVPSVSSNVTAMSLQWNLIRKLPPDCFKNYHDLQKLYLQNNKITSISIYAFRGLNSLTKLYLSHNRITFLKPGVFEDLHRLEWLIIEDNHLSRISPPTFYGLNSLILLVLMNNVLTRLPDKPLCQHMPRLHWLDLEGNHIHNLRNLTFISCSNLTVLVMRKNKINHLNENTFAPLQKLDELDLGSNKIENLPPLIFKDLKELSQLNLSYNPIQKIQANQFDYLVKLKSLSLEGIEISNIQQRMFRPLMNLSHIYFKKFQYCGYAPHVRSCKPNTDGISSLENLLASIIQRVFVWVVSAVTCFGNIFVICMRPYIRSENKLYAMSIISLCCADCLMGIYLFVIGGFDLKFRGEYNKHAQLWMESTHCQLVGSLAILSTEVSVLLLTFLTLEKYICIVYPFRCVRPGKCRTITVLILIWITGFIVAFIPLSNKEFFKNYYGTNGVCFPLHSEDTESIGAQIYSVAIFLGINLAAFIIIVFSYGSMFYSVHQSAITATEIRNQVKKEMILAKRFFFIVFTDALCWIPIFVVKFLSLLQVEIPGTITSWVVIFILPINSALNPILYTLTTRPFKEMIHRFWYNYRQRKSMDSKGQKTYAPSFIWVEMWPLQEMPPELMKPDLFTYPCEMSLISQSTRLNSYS
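cAMP rise read by TR-FRET after 30 min, 37C compound exposure (up to 58 uM) in RXFP1-transfected HEK293 cells with Ro 20174 present. EC50 from Hill-equation fits, with 29 nM porcine relaxin as 100% and buffer as basal.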
RXFP1 antagonist = antagonists of human relaxin receptor RXFP1; hit rate 0.59% among 350,000; AID 1259400; activity change, negative = inhibition, % at 57.5 µM; HEK293-RXFP1, relaxin-stimulated cAMP HTRF, 30 min; active compounds read low;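 active = activity change of -60% or lower, but not beyond a set lower limit; inconclusive = change between -60% and -40%, or beyond the set limit; inactive = change above -40%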; also: % is scaled to controls: 0 for no effect and ±100 for the full control effect
D1 agonist = human D1 receptor agonism | HEK293 T-REx D1 cells, calcium flux, agonist mode | activation, % at 2 µM | hit rate 1% among 360,000 | AID 504660; in the data active = activation above about 30%; also: 0% is about no effect
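Agonism was scored from calcium flux recorded over 180 s (1 read/s) after pintool compound addition, following a 10-cycle baseline. Cells were inducible force-coupled HEK293 TREx D1, plated overnight at 30 C and loaded with no-wash calcium dye.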
D1 antag = human D1 dopamine receptor antagonism | P21728 | HEK293 TREx D1 cells, calcium flux, dopamine EC80; active compounds read low | activity change, negative = inhibition, % at 10 µM | hit rate 3.2% among 360,000 | AID 504652; in the data active = activity change below about -30%; also: % is scaled to controls: 0 for no effect and ±100 for the full control effect
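After overnight tetracycline induction at 30 C, force-coupled D1 HEK293 cells took up a no-wash calcium dye at room temperature. Compounds were added and monitored 180 s, and the response to EC80 dopamine was then recorded.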
Vif-A3F inh = Vif-A3F binding inhibition | HeLa A3F-eYFP + Vif (tagged APOBEC3F with the HIV-1 protein that degrades it), YFP fluorescence increase | hit rate 0.2% among 390,000 | Potency, µM (top dose mostly 46.1 µM), without a hit: at the top dose activity, negative = active; also: potency is read from the fitted curve at half-maximal effect; % of control where 0% means no effect; nearly all actives have a fitted effect of over 65% in size
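HeLa cells stably expressing A3F-eYFP plus Vif, plated and incubated overnight at 37 deg C, then exposed to compounds overnight at 37 deg C. Blocked degradation read as raised yellow fluorescence (Ex 488/Em 500-530).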
GRP78 ERSR act = induces the endoplasmic reticulum stress response in human glioma cells. U87-MG GRP78 promoter luciferase reporter, 16 h. Potency, µM, inactives show top-dose activation, hits mostly activators. hit rate 0.02% among 420,000; also: potency is read from the fitted curve at half-maximal effect; series mostly up to about 76 µM; % of control where 0% means no effect; nearly all actives have a fitted effect of over 35% in size
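ERSR induction read as luciferase luminescence (Bright-Glo, 10 min at room temperature) in stably transfected human U87-MG glioma cells exposed to compounds for 16 h, using GRP78 as sensor.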
Numbers without * were called inactive; ? = inconclusive; . = not tested or not shown; & = joins results of further samples. Unless noted, calls follow the shape of the dose curve; as a rule, active = well fitted curve in the direction sought with a large enough effect; inconclusive = small, poorly fitted or top-dose-only effect, or another doubt; inactive = no such curve, though single readings can be large; an effect the other way counts as inactive or inconclusive. A portion of the library; the hit share may differ from the screen's.

Each structure is followed by: D1 PAM, Vif-A3G inh, D2 potentiator, RXFP1 agonist, RXFP1 antagonist, D1 agonist, D1 antag, Vif-A3F inh, GRP78 ERSR act
- CCCCC(CC)C1OCC(CN2CCCC2)O1 (configuration not stated)
→ -8, 0%, -5, -1.5%, -4, 1, 13, 1%, 0%
- CCOC(=O)c1c(NC(=O)CC)sc(C(C)=O)c1C
→ 4, -8%, 7, 10%, -7, 1, -7, 2%, -2%
- COc1ccc(-n2c(C)cc(C(=O)CSc3nnc(-c4cccs4)o3)c2C)cc1
→ -6, 1%, 8, 0.0%, -4, 4, -6, 1%, 4%
- CCOC(=O)c1c(NC(=O)c2cc(=O)c3c(C)cc(C)cc3o2)sc(C(C)=O)c1C
→ 0, -2%, 10, -2.0%, 0, 5, -7, 3%, -1%
- CC(NC(=S)Nc1ccccc1OC(F)F)C(C)(C)C (configuration not stated)
→ -7, -4%, 7, 1.4%, -8, 19, 8, -4%, 1%
- O=C(Cn1cnc2ccccc2c1=O)c1ccccc1
→ 1, -1%, 0, -0.2%, -1, 1, -7, -2%, 3%
- CCOC(=O)/C(C(N)=NCCCO)=C(/O)c1ccccc1
→ 3, 0%, -11, 0.1%, -1, 3, -14, -4%, -3%
- CCOC(=O)c1cnc2ccc(C(=O)OC)cc2c1NCCN1CCOCC1
→ -4, -1%, -2, 5.1%, -7, 0, -1, -6%, -4%
- COc1ccc(CCNC(=O)CC(=O)N/N=C/c2ccc(C(=O)O)cc2)cc1OC
→ 0, 0%, -3, 0.5%, -8, 1, 7, 9%, -2%
- O=[N+]([O-])c1cc(Cc2ccccc2)cc(C=Nc2ccc(N3CCOCC3)cc2)c1O
→ 7, 0%, 10, -0.6%, -75*, 3, 12, 3%, 10%
- COc1cc(C(c2c(O)nc(SC)[nH]c2=O)c2c(O)nc(SC)[nH]c2=O)cc(OC)c1OC
→ 2, -1%, 2, -3.9%, -6, 1, -18, 0%, -1%
- COC(=O)c1cc(=O)c2cccc(OC)c2[nH]1
→ -4, 10%, 2, 6.4%, 1, 1, -4, 3%, -1%
- CN1CCN(C(=O)c2cc(Cl)ccc2NC(=O)c2ccc(Cl)cc2Cl)CC1
→ -6, 1%, 12, 1.7%, 2, 0, -31*, -4%, -3%
- COc1cc(NC(=O)c2cc3ccccc3o2)ccc1NC(=O)c1ccco1
→ -4, -4%, 5, 0.7%, -14, 3, -3, -14%, -2%
- COC(=O)C1CCN(C(=O)CSc2ccccc2)CC1
→ 7, 2%, -5, 0.8%, 1, 2, 18, -5%, -2%
- CCOc1ccc(CNC(=O)c2cc3oc4ccccc4c3n2C)cc1
→ -4&-6, 2%, -5&-1, -1.5%&-1.1%, 3&-4, 2&4, 3&4, 6%, 3%
- COCCN(C(=O)Nc1ccccc1)C(C)c1cccnc1 (configuration not stated)
→ -1, 0%, ., 1.8%, ., 1, 3, 0%, -5%
- O=c1c2c(nc3cc(-c4cccc(Cl)c4)[nH]n13)CCC2
→ -3, -2%, 3, 2.6%, 2, 2, 5, 1%, 3%
- O=C(O)c1c2c(nc3ccccc13)/C(=C/c1c(F)cccc1F)CCC2
→ -3, -6%, -1, -1.4%, -7, -1, -15, 1%, 3%
- O=C(O)C1=C[C@H](c2coc3ccccc3c2=O)C[C@H](OCc2ccc(CO)cc2)O1
→ 1, 1%, 4, 14%, ., -5, 17, -5%, -2%

Brought forward from above: five entries, then new ones.
Each structure is followed by: D1 PAM, Vif-A3G inh, D2 potentiator, RXFP1 agonist, RXFP1 antagonist, D1 agonist, D1 antag, Vif-A3F inh, GRP78 ERSR act
- CCOc1ccc(CNC(=O)c2cc3oc4ccccc4c3n2C)cc1
→ -4&-6, 2%, -5&-1, -1.5%&-1.1%, 3&-4, 2&4, 3&4, 6%, 3%
- COCCN(C(=O)Nc1ccccc1)C(C)c1cccnc1 (configuration not stated)
→ -1, 0%, ., 1.8%, ., 1, 3, 0%, -5%
- O=c1c2c(nc3cc(-c4cccc(Cl)c4)[nH]n13)CCC2
→ -3, -2%, 3, 2.6%, 2, 2, 5, 1%, 3%
- O=C(O)c1c2c(nc3ccccc13)/C(=C/c1c(F)cccc1F)CCC2
→ -3, -6%, -1, -1.4%, -7, -1, -15, 1%, 3%
- O=C(O)C1=C[C@H](c2coc3ccccc3c2=O)C[C@H](OCc2ccc(CO)cc2)O1
→ 1, 1%, 4, 14%, ., -5, 17, -5%, -2%
- CC(C)(C)SC(C(=O)N1CCOCC1)c1ccc(Br)cc1 (configuration not stated)
→ -2, -3%, ., 0.3%, -17, 0, 2, 3%, -2%
- CC1Sc2ccc(S(=O)(=O)N3CCC(C(=O)NCC(C)c4ccccc4)CC3)cc2NC1=O (configuration not stated)
→ -22, 1%, ., 0.0%, -6, 2, -76*, 2%, -1%
- COc1ccc(CNC(=O)CN(Cc2ccco2)C(=O)CNS(=O)(=O)c2ccccc2)cc1
→ -6, 1%, 15, -0.3%, -8, 1, 5, 15%, -2%
- CCOC(=O)N1CCN(C(=O)CSc2nnc(-c3ccc(C(C)(C)C)cc3)o2)CC1
→ 1, 0%, 4, 9.3%, 5, 10, -11, -3%, -1%
- Cc1ccc(CNS(=O)(=O)c2cc3c4c(c2)C(C)C(=O)N4CCC3)cc1 (configuration not stated)
→ 2, 0%, -6, 3.0%, -27, 0, 8, -17%, -3%
- CCN(CC)CCOC(c1ccccc1)c1ccc(C)cc1 (configuration not stated)
→ -10, 2%, -14, 0.3%, -3, 15, 8, -4%, -3%
- Cc1cc(NS(=O)(=O)c2ccc(NC(=O)c3ccccc3C)cc2)nc(C)n1
→ -3, 3%, -2, 0.7%, -1, 2, 3, 4%, -3%
- COc1ccc(C)cc1NC(=O)Nc1ccc(C(=O)N2CCCC2)cc1
→ -9, -5%, ., -1.7%, -12, 0, 19, 0%, 3%
- Cc1ccc(CNc2oc(-c3ccc(COc4ccc(C)cc4)o3)nc2C#N)cc1
→ 2, 3%, 1, 2.7%, -25, -1, -7, 3%, -3%
- CCOc1cccc(C2C(C(=O)c3ccc(C)o3)=C(O)C(=O)N2CCCn2ccnc2)c1 (configuration not stated)
→ 0, -1%, 2, 26%, 24, 3, 4, 17%, -5%
- O=c1cc(N2CCCCC2)c2ccccc2o1
→ -1, -3%, 1, -0.7%, -13, 0, -18, ?, 0%
- CN(C)S(=O)(=O)c1ccc(C(=O)Nc2ccccn2)cc1
→ -4, 0%, 14, -0.2%, 5, 1, -3, 2%, 3%
- Cc1nn(-c2ccccc2)c(Cl)c1/C=N/O
→ -4, -6%, -5, 4.3%, 2, 2, -15, -4%, 1%
- O=c1[nH]nnc2cc(Cl)ccc12
→ ., 0%, ., ., -5, ., ., -3%, -1%
- CCN(CC)c1ccc(C(=O)N2CCc3c([nH]c4ccccc34)C2c2ccc(F)cc2)cc1 (configuration not stated)
→ -3, 5%, -12, 12%, 3, 2, 2, 2%, 2%
- O=C(NCc1cccs1)C1CCCN1C(=O)Nc1ccc(F)cc1 (configuration not stated)
→ -6, -3%, -1, 6.4%, 1, 3, 22, 7%, 1%
- CC(C)(C)NC(=O)CN(CC1CCCO1)C(=O)CNS(=O)(=O)c1ccc(F)cc1 (configuration not stated)
→ -2, -4%, 1, -0.6%, -10, 2, -5, 7%, 1%
- CCOC(=O)C1(Cc2cccc(OC)c2)CCN(Cc2ccon2)CC1
→ 7, -3%, -4, 1.2%, 0, 1, -5, -19%, -2%
- COc1ccc(OC)c(NC(=O)CN2C(=O)NC(C)(c3ccc4c(c3)OCCO4)C2=O)c1 (configuration not stated)
→ -5, -13%, 2, 2.3%, -5, 3, -8, -1%, -3%
- O=C(CNc1ccc(Cl)cc1)NNC(=S)NCc1ccccc1
→ 6, 0%, -2, 0.3%, -20, 0, -10, 1%, -3%
- CC(=O)N1CCc2c(sc3c2c(=O)n(-c2ccccc2C)c(=O)n3CC(=O)Nc2ccccc2)C1
→ -2, 4%, -14, 1.2%, ., 0, 3, 0%, 7%
- C=CCNc1nnc(C)c2ccccc12
→ -7, 2%, 1, 0.6%, -3, 0, -7, -4%, -3%
- Cc1cccc(N(C)C(=O)c2cc(S(=O)(=O)N3CCc4ccccc43)cn2C)c1
→ -4, -6%, 10, 1.5%, -8, 2, -4, -14%, -2%
- Cc1ccc(-c2nnc(Nc3cccc(O)c3)c3ccccc23)cc1S(=O)(=O)NCCO
→ -2, -4%, -19, 5.3%, 4, 1, 1, 1%, -2%
- c1ccc(CSc2ncnc3sccc23)cc1
→ -2, -4%, -8, -0.4%, -8, -1, -2, -1%, 6%
- COc1ccc(CCNC(=O)c2cc(=O)[nH]c3ccc(S(=O)(=O)N4CCCCC4C)cc23)cc1OC (configuration not stated)
→ -1, 5%, 15, 2.3%, 2, -1, 13, -1%, -4%
- O=C(COc1coc(CN2CCN(Cc3ccccc3)CC2)cc1=O)Nc1ccccc1
→ -10, 0%, -9, 2.4%, -11, 1, -3, -9%, -1%

4 of these compounds in a different format.
CC(C)(C)NC(=O)CN(CC1CCCO1)C(=O)CNS(=O)(=O)c1ccc(F)cc1 (configuration not stated)
  D1 PAM: -2
  Vif-A3G inh: -4%
  D2 potentiator: 1
  RXFP1 agonist: -0.6%
  RXFP1 antagonist: -10
  D1 agonist: 2
  D1 antag: -5
  Vif-A3F inh: 7%
  GRP78 ERSR act: 1%
CCOC(=O)C1(Cc2cccc(OC)c2)CCN(Cc2ccon2)CC1
  D1 PAM: 7
  Vif-A3G inh: -3%
  D2 potentiator: -4
  RXFP1 agonist: 1.2%
  RXFP1 antagonist: 0
  D1 agonist: 1
  D1 antag: -5
  Vif-A3F inh: -19%
  GRP78 ERSR act: -2%
COc1ccc(OC)c(NC(=O)CN2C(=O)NC(C)(c3ccc4c(c3)OCCO4)C2=O)c1 (configuration not stated)
  D1 PAM: -5
  Vif-A3G inh: -13%
  D2 potentiator: 2
  RXFP1 agonist: 2.3%
  RXFP1 antagonist: -5
  D1 agonist: 3
  D1 antag: -8
  Vif-A3F inh: -1%
  GRP78 ERSR act: -3%
O=C(CNc1ccc(Cl)cc1)NNC(=S)NCc1ccccc1
  D1 PAM: 6
  Vif-A3G inh: 0%
  D2 potentiator: -2
  RXFP1 agonist: 0.3%
  RXFP1 antagonist: -20
  D1 agonist: 0
  D1 antag: -10
  Vif-A3F inh: 1%
  GRP78 ERSR act: -3%
